From PubChem
RGS4 block: inhibitors of human RGS4 | AID 463165 | HEK293 M3R/RGS4 inducible, Fluo-4 calcium flux; active compounds read high; triggered by carbachol at its EC20 | P49798 | B-score at 10 µM | actives 0.45% (n = 310,000);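 active = B-score, a plate-corrected calcium signal, over three deviations above library mean, with baseline fluorescence within five deviations of library mean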;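 note: RGS4 expression induced by doxycycline in cells with stable M3 receptor; B-score is computed from the integrated fluorescence ratio over baseline after carbachol; higher B-score means a larger calcium signal and so more RGS4 inhibition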
RGS4 act: RGS4 potentiation or activation. HEK293 M3R/inducible RGS4, carbachol calcium flux Fluo4; active compounds read low. B-score at 10 µM. actives 0.92% (n = 310,000). AID 463111;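 active = B-score of the integrated calcium signal more than 4 SD below the library mean, with starting fluorescence not abnormally high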;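 note: negative B-score means reduced calcium response which marks RGS4 activation or potentiation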
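Assay system: Inducible-RGS4 HEK293 cells carrying M3 receptor | Schedule: Compound preincubation 20 min at room temperature before agonist | Signal: Kinetic calcium fluorescence imaging with Fluo4-AM dye, 2 µM | Read-out basis: B score from integrated fluorescence ratio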
MrgX1 agonist: human MrgX1 receptor agonism, primary screen | Q96LB2 | MrgX1-HEK293 cells, Fluo-4 calcium fluorescence, agonist mode; active compounds read high | B-score at 10 µM | actives 0.44% (n = 310,000);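 active = calcium response B-score plate-corrected fluorescence ratio at least 3 library SD, with starting fluorescence B-score inside 5 SD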
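System: HEK293 cells stably expressing human MrgX1 receptor; Dosing: test compound in the initial addition of three; Schedule: overnight plating, then 30 min 37 °C plus 30 min room-temperature dye loading; Detection: kinetic calcium dye fluorescence, Fluo-4 NW; Controls: per-plate positive and negative controls for Z′ factor.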
TMEM16A act: mouse TMEM16A channel activation, primary screen; Q8BHY3; B-score at 10 µM; HEK293 TMEM16A/YFP-H148Q/I152L, iodide quench fluorescence; active compounds read low; actives 0.3% (n = 340,000); AID 623877;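 active = fluorescence-ratio B-score plate-corrected deviation score at least 3 library SD below zero, with starting fluorescence score within 5 deviations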;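 note: channel opened by trigger with iodide after compound preincubation; score built on the fluorescence ratio of max minus min over baseline; more negative score means more quench and so TMEM16A activation or potentiation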
TRPC6 act: mouse TRPC6 channel activation; Q61143; HEK293-TRPC6 membrane potential dye fluorescence; active compounds read high; B-score at 10 µM; actives 0.13% (n = 310,000);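 active = B-score of the integrated fluorescence ratio above library mean plus 3 SD, and starting fluorescence ratio within library mean plus 5 SD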;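 note: higher score means more depolarization so channel activation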
Target sequence (Q61143 whole entry, looked up): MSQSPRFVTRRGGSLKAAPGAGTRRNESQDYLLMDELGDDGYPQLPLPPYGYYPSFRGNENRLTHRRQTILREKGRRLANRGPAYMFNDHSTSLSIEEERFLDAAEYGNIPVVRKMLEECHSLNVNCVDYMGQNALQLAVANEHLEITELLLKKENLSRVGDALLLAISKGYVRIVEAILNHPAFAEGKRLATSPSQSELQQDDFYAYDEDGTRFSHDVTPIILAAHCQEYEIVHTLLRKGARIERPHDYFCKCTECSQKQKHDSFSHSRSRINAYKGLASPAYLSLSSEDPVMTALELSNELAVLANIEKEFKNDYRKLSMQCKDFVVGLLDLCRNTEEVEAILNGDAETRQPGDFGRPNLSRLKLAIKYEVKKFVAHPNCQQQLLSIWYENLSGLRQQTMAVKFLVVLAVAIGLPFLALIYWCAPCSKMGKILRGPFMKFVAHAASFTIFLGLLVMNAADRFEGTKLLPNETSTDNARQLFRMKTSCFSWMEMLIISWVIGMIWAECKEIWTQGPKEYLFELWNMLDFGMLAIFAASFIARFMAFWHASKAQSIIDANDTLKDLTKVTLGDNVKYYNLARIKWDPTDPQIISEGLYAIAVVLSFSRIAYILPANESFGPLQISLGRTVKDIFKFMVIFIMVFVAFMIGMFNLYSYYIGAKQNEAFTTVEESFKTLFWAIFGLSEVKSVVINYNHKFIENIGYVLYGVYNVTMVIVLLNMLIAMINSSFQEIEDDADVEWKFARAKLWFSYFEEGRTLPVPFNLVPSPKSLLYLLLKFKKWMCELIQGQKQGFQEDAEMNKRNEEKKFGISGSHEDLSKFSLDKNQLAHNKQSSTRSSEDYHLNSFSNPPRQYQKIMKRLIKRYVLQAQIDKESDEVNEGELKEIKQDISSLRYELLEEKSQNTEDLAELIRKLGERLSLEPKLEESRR
SKKanGAS inh: inhibitors of SKKanGAS S. pyogenes growth in kanamycin (SK-promoter or general growth effect); BacTiter-Glo, 6 h; inhibition, % at 7.5 µM; actives 1.3% (n = 300,000); AID 1662;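 active = mean replicate score, as percent of positive control median, at least 50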;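 note: strain carries kanamycin resistance gene driven by streptokinase promoter and grows in 40 µg/ml kanamycin; loss of luminescence reflects streptokinase promoter inhibition or plain growth inhibition; 0% = median of DMSO wells and 100% = positive control at its reference dose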
MrgX1 antagonist: human MrgX1 receptor antagonism, primary screen; B-score at 10 µM; AID 588676; actives 1.3% (n = 310,000); MRGX1-HEK293 calcium flux, Fluo-4, BAM8-22 antagonism; active compounds read low;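 active = calcium-response B-score plate-corrected more than 3 library SD below zero, starting fluorescence within 5 deviations, no agonist response on first addition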;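 note: peak minus trough fluorescence over baseline after final BAM8-22 challenge near maximal dose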
HDAC3 inh: inhibitors of human histone deacetylase 3; O15379; recombinant HDAC3, fluorogenic peptide/trypsin coupled, fluorescence; inhibition, % at 8.3 µM; actives 0.15% (n = 320,000); AID 2718; in the data active = inhibition above about 26%, passing the limit was not always enough
MrgX1 allo act: human MrgX1 positive allosteric modulation, primary screen; actives 0.63% (n = 310,000); AID 588675; B-score at 10 µM; MrgX1-HEK293, Fluo-4 calcium flux, FDSS; active compounds read high; Q96LB2;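 active = plate-corrected calcium response at least 3 library SD above typical, normal starting fluorescence, not activating the receptor alone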;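 note: compound read alongside a low EC10 to EC30 dose of BAM8-22 agonist; peak minus trough fluorescence over baseline measured at the second addition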
TRPC6 inhibitor: mouse TRPC6 channel inhibition. B-score at 10 µM. actives 1.1% (n = 310,000). Q61143. HEK293-TRPC6, membrane potential dye, ACh-evoked depolarization; active compounds read low;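 active = B-score under library mean minus 3 SD, initial fluorescence not abnormally high, positive integrated signal ratio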;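 note: B-score derived from integrated fluorescence ratio over the kinetic read; more negative B-score means stronger inhibition of depolarization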
ANO1 block: inhibitors of mouse TMEM16A calcium-activated chloride channel. HEK293 TMEM16A/YFP iodide influx fluorescence, ionomycin. normalized B-score (activity score, 25-100; higher = stronger inhibition) at 10 µM. Q8BHY3. actives 1.2% (n = 310,000);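 active = ratio plate-corrected score three or more library SD toward inhibition, starting fluorescence score within five deviations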;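 note: score derived from kinetic fluorescence span divided by baseline fluorescence per well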
Numbers without * were called inactive; i = inactive; nt = not tested or not shown.

The line under a structure holds: RGS4 block | RGS4 act | MrgX1 agonist | TMEM16A act | TRPC6 act | SKKanGAS inh | MrgX1 antagonist | HDAC3 inh | MrgX1 allo act | TRPC6 inhibitor | ANO1 block
Cc1ccc(S(=O)(=O)CCc2nnc(NC(=O)c3cccs3)s2)cc1
    i | i | i | i | i | 5 | i | -10 | i | i | i
N#CCC(=O)N1CC2(CC(c3cccc(NC(=O)COc4ccc(Cl)cc4)c3)=NO2)C[C@@H]1C(N)=O (stereo partly drawn)
    i | i | i | i | i | 3 | i | -5 | i | i | i
O=C(COC(=O)c1c(Cl)ccc(Cl)c1Cl)NC(=O)NCc1ccccc1
    i | i | i | i | i | 12 | i | 7 | i | i | i
N/C(=C\C(=O)c1cc(Cl)ccc1O)C(Cl)(Cl)Cl
    i | i | i | i | i | -10 | i | 1 | i | i | i
O=C1c2ccccc2CN1C(CO)c1ccccc1 (stereo not drawn)
    i | i | i | i | i | 1 | i | -3 | i | i | i
O=C(Nc1ccccc1Oc1ccccc1)c1cccc([N+](=O)[O-])c1
    i | i | i | i | i | 8 | i | 1 | i | i | i
COc1ccccc1N1CCN(S(=O)(=O)c2ccc(-c3ccc(=O)[nH]n3)o2)CC1
    i | i | i | i | i | -5 | i | -1 | i | i | i
CCN1CCc2nc(NC(=O)c3ccc(S(=O)(=O)N(C)C)cc3)sc2C1
    i | i | i | i | i | -1 | i | 3 | i | i | i
COC(=O)c1ccc(OCC(O)CN2C(=O)c3ccccc3C2=O)cc1 (stereo not drawn)
    i | i | i | i | i | 3 | i | 0 | i | i | i
COc1ccc(C(C)C)cc1S(=O)(=O)n1cnc(C)c1
    i | i | i | i | i | -2 | i | -4 | i | i | i
O=C(Nc1ccc([N+](=O)[O-])cc1)N1CCc2ccccc2C1
    i | i | i | i | i | 2 | i | 1 | i | i | i
O=c1cc(N/N=C/c2ccccc2)[nH]c(=O)[nH]1
    i | i | i | i | i | -4 | i | 8 | i | i | i
Cc1ccc(SCCC(=O)NCc2ccccn2)cc1
    i | i | i | i | i | -5 | i | 0 | i | i | i
COCCCn1c(C(=O)NCCC2=CCCCC2)cc2c(=O)n3ccccc3nc21
    i | i | i | i | i | -5 | i | -6 | i | i | i
CC(CC(=O)Nc1cc([N+](=O)[O-])ccc1Cl)c1ccccc1 (stereo not drawn)
    i | i | i | i | i | 3 | i | -3 | i | i | i
O=C(c1cccc(Oc2c(Cl)cccc2[N+](=O)[O-])c1)N1CCOCC1
    i | i | i | i | i | -3 | i | 4 | i | i | i
N#Cc1ccc(CSc2nnc(-c3cccnc3)o2)cc1
    i | i | i | i | i | 1 | i | 6 | i | i | i
COc1ccccc1N1CC(C(=O)Nc2cc(C(F)(F)F)ccc2N2CCCC2)CC1=O (stereo not drawn)
    i | i | i | i | i | -7 | i | 4 | i | i | i
Cc1ccc(N=C2SCCCN2C(=O)c2cccc(N3C(=O)CCC3=O)c2)cc1Cl
    i | i | i | i | i | 1 | i | -7 | i | i | i
COc1cc(C2/C(=C(\O)c3ccc4c(c3)CC(C)O4)C(=O)C(=O)N2c2nnc(C)s2)cc(OC)c1OC (stereo not drawn)
    i | i | i | i | i | -2 | i | 4 | i | i | i
O=C1/C(=C/c2ccc(O)cc2)SC(=S)N1CC1CCCO1 (stereo not drawn)
    i | i | i | -5.1* | i | 5 | i | nt | i | i | i
O=C(Nc1ccc(N2CCOCC2)cc1)c1cccc2ccccc12
    i | i | i | i | i | -19 | i | 1 | i | i | i
COc1cccc(OC)c1C(=O)Nc1nc(COc2ccccc2)cs1
    i | i | i | i | i | 3 | i | -3 | i | i | i
CC(=O)Nc1ccc(NC(=O)C(C)OC(=O)C2CC(=O)N(CCc3ccccc3)C2)cc1 (stereo not drawn)
    i | i | i | i | i | -1 | i | 2 | i | i | i
CC1CCC(NC(=O)c2cccc(S(=O)(=O)N3CCN(c4ccc(F)cc4)CC3)c2)CC1 (stereo not drawn)
    i | i | i | i | i | 25 | i | -8 | i | i | i
N#Cc1c(/N=C/c2cc3ccccc3s2)sc2c1CCC2
    i | i | i | i | i | 0 | i | -1 | i | i | i
O=C(O)c1cc(-c2ccccc2Cl)n(-c2ccccc2)n1
    i | i | i | nt | i | 4 | i | 4 | i | i | i
Nc1ccc2c(c1)nnn2-c1ccccc1
    i | i | i | i | i | 0 | i | -18 | i | i | i
CC1CCN(C(=O)Cn2cnc3c(cnn3C(C)(C)C)c2=O)CC1
    i | i | i | i | i | -1 | i | -2 | i | i | i
O=C(NC(=S)Nc1cccnc1Cl)c1ccc(Cl)cc1
    i | i | i | i | i | -10 | i | 0 | 9.5* | i | i
Cc1ccc(-c2cc(C(=O)Nc3nccs3)c3ccccc3n2)c(C)c1
    i | i | i | i | i | 11 | i | -8 | i | i | i
COc1ccc(F)cc1C(=O)C1CCCN(C(=O)CCN2CCCCO2)C1 (stereo not drawn)
    i | i | i | i | i | -3 | i | -5 | i | i | i
CC1CCCCN1C(=S)NCc1ccco1 (stereo not drawn)
    i | i | i | i | i | 2 | i | -5 | i | i | i
O=C(Nc1ccc(F)cc1)C1CC(=O)N(Cc2ccco2)C1 (stereo not drawn)
    i | i | i | i | i | -2 | i | 0 | i | i | i
N=c1c(C(=O)NCc2ccco2)cc2c(=O)n3ccccc3nc2n1CC1CCCO1 (stereo not drawn)
    i | i | i | i | i | -1 | i | -103 | i | i | i
Cc1ccccc1NC(=O)C1(NC(=O)c2cccc(N3C(=O)CSC3c3ccccc3)c2)CCCCC1 (stereo not drawn)
    i | i | i | i | i | 2 | i | 2 | i | i | i
CC(=O)Nc1nc(-c2ccc3c(c2)CCO3)cs1
    i | i | i | i | i | 1 | i | 3 | i | i | i
CCOc1ccc(C(=O)CSCC(=O)O)cc1
    i | i | i | i | i | -5 | i | 17 | i | i | i
CC1(C)Oc2ccc(C(=O)N3CCOCC3)cc2N(CC(=O)Nc2ccccc2)C1=O
    i | i | i | i | i | 17 | i | 3 | i | i | i
Cc1ccc(OCC(=O)NNC(=O)c2ccoc2C)c(Br)c1
    i | i | i | i | i | -2 | i | 0 | i | i | i
O=C(NN1C(=O)C2C3C=CC(O3)C2C1=O)c1cccc(O)c1 (stereo not drawn)
    i | i | i | i | i | -5 | i | -3 | i | i | i
CCNc1sc(C(=O)OCC)c(N)c1C#N
    i | i | i | i | i | 2 | i | 4 | i | i | i
CCCOc1ccc(OCCSc2nnc(N)s2)cc1
    i | i | i | i | i | -19 | i | -4 | i | i | i
O=C1[C@H]2[C@@H](c3ccc(F)cc3)N3C(=O)N(c4cccc(Cl)c4)C(=O)[C@@]3(Cc3ccc(Cl)cc3)[C@H]2C(=O)N1C1CCCCC1
    i | i | i | i | i | 7 | i | 6 | i | i | i
CCOc1ccc2nc(SC3CC(=O)N(c4ccccc4)C3=O)sc2c1 (stereo not drawn)
    i | i | i | i | i | 6 | i | -3 | i | i | i
Cc1sc(NC(=O)C2CCCCC2C(=O)O)c(C(N)=O)c1-c1ccccc1 (stereo not drawn)
    i | i | i | i | i | 4 | i | 5 | i | i | i
Cc1ccc(NC(=O)CCSc2nc(C)cc(C)n2)cc1
    i | i | i | i | i | -4 | i | 1 | i | i | i
COc1ccc(S(=O)(=O)N(C)c2c(C)n(C)n(-c3ccccc3)c2=O)cc1OC
    i | i | i | i | i | -3 | i | 2 | i | i | i
Cc1cc(C)c(C(=O)C(C)OC(=O)c2ccccn2)cc1C (stereo not drawn)
    i | i | i | i | i | -1 | i | 1 | i | i | i
O=C(CCSc1nc(-c2ccco2)cc(C(F)(F)F)n1)N1CCCc2ccccc21
    i | i | i | i | i | 0 | i | 1 | i | i | i
COCCN1C(=O)C(=O)/C(=C(/O)c2cccc(S(=O)(=O)N(C)C)c2)C12C(=O)N(C)c1ccccc12 (stereo not drawn)
    i | i | i | i | i | -5 | i | -1 | i | i | i
O=C(Cc1ccc(Cl)cc1)NC1CCS(=O)(=O)C1 (stereo not drawn)
    i | i | i | i | i | 4 | i | 11 | i | i | i
O=C(NCc1nc2ccccc2[nH]1)C1CCCCC1
    i | i | i | i | i | 4 | i | 2 | i | i | i
O=C1CC(c2ccccc2)Cc2nc(N3CCc4ccccc4C3)ncc21 (stereo not drawn)
    i | i | i | i | i | 26 | i | 1 | i | i | i
Cc1cccc(N=c2c([N+](=O)[O-])nn(-c3ccc(Cl)cc3)n2O)c1
    i | i | i | i | i | 29 | i | 6 | i | i | i
COc1ccc(Nc2nc(N)nc(CSC(=S)N3CCCCC3)n2)cc1
    i | i | i | i | i | -6 | i | -1 | i | i | i
Cc1cc2[nH]cnc2c([N+](=O)[O-])c1C
    i | i | i | i | i | 10 | i | 2 | i | i | i
Cc1ccc(NC(=O)CSc2nnc(-c3cnccn3)n2-c2ccccc2)cc1
    i | i | i | i | i | -11 | i | 1 | i | i | i
CC1CCc2[nH]c3ccc(C(=O)N(C)CC(=O)Nc4ccccc4C(F)(F)F)cc3c2C1 (stereo not drawn)
    i | i | i | i | i | 8 | i | 9 | i | i | i
CCCn1c(SCC(=O)c2[nH]c(C)c(C(C)=O)c2C)n[nH]c1=O
    i | i | i | i | i | -9 | i | nt | i | i | i

Remaining list, next part
The line under a structure holds: RGS4 block | RGS4 act | MrgX1 agonist | TMEM16A act | TRPC6 act | SKKanGAS inh | MrgX1 antagonist | HDAC3 inh | MrgX1 allo act | TRPC6 inhibitor | ANO1 block
COC(=O)C1=C(C)OC(N)=C(C#N)C1c1c(C)nn(-c2ccccc2)c1Cl (stereo not drawn)
    i | i | i | i | i | -1 | i | -3 | i | i | i
CCN1C(=O)CS/C1=C(\C#N)S(=O)(=O)c1ccccc1
    i | i | 41* | i | i | 13 | i | -4 | i | i | i
O=C(COC(=O)C1CC1)c1c[nH]c2ccccc12
    i | i | i | i | i | -1 | i | -3 | i | i | i
O=C(Nc1ccc(Oc2cccnc2)cc1)C1CCN(Cc2ccc(F)cc2)CC1
    i | i | i | i | i | -9 | i | 0 | i | i | i
CNC(=O)c1cc(Nc2nnc(C)c3ccccc23)ccc1OC
    i | i | i | i | i | 6 | i | 2 | i | i | i
O=C(CCN1C(=O)c2ccccc2C1=O)Nc1sc2c(c1C(=O)NCc1ccco1)CCCC2
    i | i | i | i | i | -2 | -4.9* | 1 | i | i | i
